High-throughput results (PubChem BioAssay)
CDK5 p35 inh = inhibitors of human CDK5/p35 kinase, primary screen, biochemical, single concentration; Cyclin-dependent kinase 5 (Homo sapiens) + Cyclin-dependent kinase 5 activator 1 (Homo …; Recombinant CDK5/p35, ADP-Glo luminescence, 60 min; inhibition, % at 10 µM; 0.01% of 330,000 active;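 active means highest replicate inhibition of at least 50% and at least 75% of replicates reaching 50%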;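 further: plate controls were DMSO neutral control for no effect and GW8510 at 10 µM for full effect; many of its hits are not listed in these tables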
Target sequence (Q00535 whole entry, looked up): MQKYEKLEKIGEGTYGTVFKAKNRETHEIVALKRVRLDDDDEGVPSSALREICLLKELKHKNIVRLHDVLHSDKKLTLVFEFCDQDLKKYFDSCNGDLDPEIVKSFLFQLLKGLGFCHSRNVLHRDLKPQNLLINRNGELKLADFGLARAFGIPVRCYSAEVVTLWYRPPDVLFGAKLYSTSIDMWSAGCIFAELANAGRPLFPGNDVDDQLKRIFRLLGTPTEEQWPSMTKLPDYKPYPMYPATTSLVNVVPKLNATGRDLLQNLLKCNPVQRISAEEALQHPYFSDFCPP
Target sequence (Q15078 whole entry, looked up): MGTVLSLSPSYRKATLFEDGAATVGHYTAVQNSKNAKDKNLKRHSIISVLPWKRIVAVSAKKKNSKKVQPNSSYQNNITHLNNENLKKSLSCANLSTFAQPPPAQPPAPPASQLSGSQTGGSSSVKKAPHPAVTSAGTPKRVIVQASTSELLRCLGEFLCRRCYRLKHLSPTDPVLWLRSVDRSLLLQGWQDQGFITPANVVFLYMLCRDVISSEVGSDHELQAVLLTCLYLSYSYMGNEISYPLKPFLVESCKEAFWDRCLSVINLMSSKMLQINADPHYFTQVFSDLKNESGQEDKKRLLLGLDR
Rtt109 HAT inh = inhibitors of C. albicans Rtt109/Vps75 HAT, primary screen, biochemical, ThioGlo CoA-SH fluorescence, plate reader; Histone acetyltransferase RTT109 (Candida albicans (strain SC5314 / ATCC MYA-2876)), …; purified Rtt109/Vps75, 4 h; inhibition, % at 34.9 µM; 0.16% of 330,000 active; AID 540336, 2011;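 active means inhibition of at least 50% in every replicate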
MITF TRPM1 HTS = activators of MITF-driven TRPM1 promoter reporter, primary screen, cell-based, SK-MEL-5, luciferase, single point; 0.75% of 300,000 active; activation, % at 12.5 µM; SK-MEL-5 TRPM1-promoter luciferase, 24 h; % of positive control, neutral wells = 0;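 active means mean activation of at least 80% with every replicate also reaching 80%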;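 further: 0% = neutral control wells and 100% = parthenolide positive control wells; values of inactives mirror those of a sister screen read the other way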
HTR5A ag = HTR5A agonists in luminescence cell assay, primary screen, counter-screen for OPRM1-OPRD1 heterodimer agonist project, full-deck HTS; 5-hydroxytryptamine receptor 5A (Homo sapiens), P47898; cell-based; activation, % at 9.3 µM; 0.61% of 340,000 active; in the data active means activation mostly above about 9.5%, no sharp cut-off; inactive means mostly below about 7.6%;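 further: 0% = cells with vehicle only and 100% = reference agonist; strong numbers were not always called active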
Target sequence (P47898 whole entry, looked up): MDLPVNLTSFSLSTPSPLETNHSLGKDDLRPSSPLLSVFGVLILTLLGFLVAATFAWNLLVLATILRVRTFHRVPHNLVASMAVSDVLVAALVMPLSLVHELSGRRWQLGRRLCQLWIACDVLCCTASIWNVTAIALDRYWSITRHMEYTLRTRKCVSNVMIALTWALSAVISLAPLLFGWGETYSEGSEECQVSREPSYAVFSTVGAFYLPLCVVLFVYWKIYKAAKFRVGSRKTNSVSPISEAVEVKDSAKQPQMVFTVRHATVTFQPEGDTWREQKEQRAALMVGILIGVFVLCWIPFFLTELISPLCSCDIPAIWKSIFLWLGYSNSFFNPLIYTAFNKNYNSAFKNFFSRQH
PvdQ acylase = P. aeruginosa PvdQ acylase inhibitors, primary screen, biochemical, fluorescence, plate reader and imaging, single point; PvdQ acylase [Pseudomonas aeruginosa LESB58]; AID 488965, 2010; 0.063% of 340,000 active; inhibition, % at 10 µM; purified PvdQ acylase; in the data active means inhibition above about 30%, passing the limit was not always enough;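 further: 0% = vehicle neutral wells and 100% = reference inhibitor wells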
SR-BI DiI-HDL act = activators of SR-BI mediated DiI-HDL uptake, primary screen, ldlA[mSR-BI] CHO cells, DiI fluorescence. 3 h; 100 = double the neutral-control signal. 0.096% of 320,000 active. activation, % at 12.5 µM;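 active means mean replicate activation of at least 60% and every replicate at or above 60%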;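 further: 0% = median plate neutral-control signal and 100% = twice that signal; values of inactives mirror those of a sister screen read the other way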
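Material – SR-BI-overexpressing, LDLR-lacking CHO cells · Medium – BSA-supplemented, HEPES-buffered Ham's F12, pH 7.4 · Doses – single concentration · Times – compound with DiI-HDL co-incubation, 3 h at 37 °C · Measured by – bottom-read fluorescence, 550/595 nm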
RTF Ca sens act = cardiac RTF calcium sensitivity activators, primary screen, biochemical, IANBD-TnC fluorescence, EC20 calcium; IANBD-labeled TnC RTF fluorescence at EC20 calcium; 0% EC20 calcium, 100% full calcium; AID 493008, 2010; 0.24% of 340,000 active; activation, % at 7.2 µM;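 active means activation above the mean over all tested compounds plus 3 SD, cut at about 30% in these data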;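 further: rise in fluorescence read as greater calcium sensitivity of cardiac thin filaments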
Wnt act = Wnt/beta-catenin pathway activators, primary screen, cell-based, plate reader, single point. Wnt/beta-catenin reporter cell assay, activator. activation, % at 9.35 µM. 1.2% of 300,000 active. AID 743398, 2014; in the data active means activation above about 30%, passing the limit was not always enough;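 further: 0% = neutral control wells and 100% = positive control wells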
dFosB act = activators of delta FosB homodimer, primary screen, biochemical, fluorescence polarization, TAMRA-CDK5 oligo, single point | Protein FosB (Mus musculus), P13346 | purified delta FosB; percent of positive-control signal above neutral wells | activation, % at 25 µM | 0.99% of 340,000 active;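 active means mean activation above about 17%, with every replicate also reaching it, limit read from the data, passing the limit was not always enough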;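 further: fluorescence polarization rise as delta FosB binds a TAMRA Cdk5 AP-1 oligo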
SR-BI DiI inh = inhibitors of SR-BI mediated HDL lipid uptake, primary screen, ldlA[mSR-BI] cells, fluorescence, single point | ldlA[mSR-BI] CHO cells, DiI-HDL uptake fluorescence, 3 h | inhibition, % at 12.5 µM | 0.96% of 320,000 active;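 active means mean replicate inhibition of at least 70% and a set share of replicates each scoring 70 or more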;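 further: 0% = median of neutral control wells and 100% = median of positive control wells; values of inactives mirror those of a sister screen read the other way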
The depositor's hits bear a star; / = not tested or not shown.

Compound,Rtt109 HAT inh,SR-BI DiI inh,dFosB act,Wnt act,CDK5 p35 inh,PvdQ acylase,RTF Ca sens act,HTR5A ag,MITF TRPM1 HTS,SR-BI DiI-HDL act
CC(=O)Nc1ccc(S(=O)(=O)NCCC(=O)OCC(=O)c2ccc(Br)cc2)cc1,-7,-25,-2,-2,-0.8,-13,2,-2,5,25
COc1cccc(/C=C/C(=O)OCC(=O)NCCc2ccccc2)c1,-8,-31,-5,-2,-1.3,-9,2,2,-2,31
Cc1ccc(C(=O)N(CCc2ccccc2)Cc2ccccc2)cc1S(=O)(=O)N1CCOCC1,-13,-11,-16,-18,-0.9,3,-1,-3,/,11
CCn1c(SCC(=O)Nc2c(C)n(C)n(-c3ccccc3)c2=O)nnc1-c1cccc(C)c1,6,0,-1,-4,-0.1,-4,2,4,-11,0
C/C(N)=C(/C#N)C(=O)CSc1nc2cc(Cl)ccc2c(=O)n1-c1ccc(C)cc1,-10,27,2,4,-0.1,-16,8,-4,11,-27
Cc1cccc(S(=O)(=O)Nc2ccc3c(c2)OCCO3)c1,10,-8,-5,0,-1.1,-13,1,-5,7,8
Nc1cc(=O)[nH]c(SCC(=O)c2ccc(O)cc2O)n1,3,10,-10,-1,-1.4,-16,1,2,-8,-10
CCCCCCCCNC(=O)C(CCC(=O)OCc1ccccc1)NC(C)=O (stereo not drawn),-3,0,-10,/,-0.8,-8,4,7,-3,0
NC(=O)c1nsc(C(=O)N(c2ccc(F)cc2)C(C(=O)NCC2CCCO2)c2c[nH]c3ccccc23)c1N (stereo not drawn),19,/,-9,2,-3.0,19,-10,3,-3,/
COc1cccc(NC(=O)NNC(=O)CCc2ccc(O)c(O)c2)c1,8,-12,4,5,-1.0,-11,0,0,-1,12
CCOc1ccc(Nc2nc3ccccc3n3nnnc23)cc1,-1,1,-3,-1,2.3,-4,3,0,/,-1
COc1ccc(OC)c(N(CC(=O)NCc2cccnc2)S(C)(=O)=O)c1,-24,-16,-3,-7,1.2,-7,5,-2,-2,16
CSc1ccc(/C=C/C(=O)OCC(=O)N2CCCCCC2)cc1,4,-4,-3,-3,-4.1,-17,-3,2,12,4
Cc1cccc(NC(=O)C[n+]2ccccc2)c1,2,-3,0,-1,-0.9,-10,-6,0,-12,3
CCCCCn1c(=O)c(C(=O)OCC)c(O)c2ccccc21,5,-26,4,-3,-1.1,-17,-1,-2,0,26
Cc1ccc(S(=O)(=O)Nc2ccc(N3CCOCC3)cc2)cc1,-4,-8,0,/,1.4,1,-1,6,4,8
CCCn1c(N2CCN(C(=O)/C=C/C(=O)O)CC2)nc2ccccc21,-4,12,-4,4,0.5,-16,-4,-2,/,-12
Cc1[nH]c2ccccc2c1C(=O)CSC(=S)N(C)C1CCCCC1,-5,-42,6,-5,0.4,4,-6,7,-6,42
CN(CCO)S(=O)(=O)c1ccc2c(c1)C(=NN)c1cc(S(=O)(=O)N(C)CCO)ccc1-2,2,-12,-4,2,-0.5,-13,8,-4,-1,12
CCc1cccc(NC(=O)CCCn2c(=O)[nH]c3ccsc3c2=O)c1,4,10,-4,-1,-1.3,6,3,-4,1,-10

Only dFosB act, for some of the entries so far:
Molecule | dFosB act
CCn1c(SCC(=O)Nc2c(C)n(C)n(-c3ccccc3)c2=O)nnc1-c1cccc(C)c1 | -1
C/C(N)=C(/C#N)C(=O)CSc1nc2cc(Cl)ccc2c(=O)n1-c1ccc(C)cc1 | 2

Later entries
Compound,Rtt109 HAT inh,SR-BI DiI inh,dFosB act,Wnt act,CDK5 p35 inh,PvdQ acylase,RTF Ca sens act,HTR5A ag,MITF TRPM1 HTS,SR-BI DiI-HDL act
c1ccc2c(c1)CCN(C1CCCCC1)C2,9,-7,2,-2,0.9,3,-6,-1,-10,7
O=C(Nc1ccc(N2CCOCC2)cc1)c1cccc(S(=O)(=O)N2CCCC2)c1,-5,56,-8,/,3.9,-6,-4,0,3,-56
CC(=O)N1c2ccc(S(=O)(=O)NCCC(=O)N(C)C3CCCCC3)cc2CC1C (stereo not drawn),-2,0,-6,-1,-1.5,-13,8,3,-8,0
CCC(C)(C)C1CCC(=NNc2nc3ccccc3[nH]2)CC1 (stereo not drawn),-3,-9,4,-1,1.2,-3,-4,1,7,9
O=C(CCN1C(=O)C2CC=CCC2C1=O)OCC(=O)c1ccc(F)cc1 (stereo not drawn),-9,12,8,6,-1.2,19,-5,-3,-3,-12
CC1Cn2c(nnc2-c2ccc(F)cc2)S1 (stereo not drawn),1,3,-5,-5,-0.4,4,8,-3,-6,-3
Oc1ccc(C(=S)N2CCN(Cc3ccccc3)CC2)cc1,0,/,-3,1,2.4,-2,0,1,3,/
O=C(COC(=O)c1ccccc1Oc1ccccc1)NCc1ccco1,-1,1,-13,-3,-1.5,8,-11,1,0,-1
Cc1ccc(-c2csc3ncnc(-n4nc(C)cc4N)c23)cc1,-6,-3,-8,/,1.0,-13,5,-4,3,3
COCCn1c(SCC(=O)Nc2ccc3c(c2)OCCO3)nc2c(c1=O)SC(C)C2 (stereo not drawn),7,-28,-11,17,2.9,6,-2,7,14,28
CCOc1ccc(OCCC(=O)N(CCOC)c2c(N)n(Cc3ccccc3)c(=O)[nH]c2=O)cc1,-5,-4,-11,-3,-0.9,-10,6,-1,-5,4
CC(C)N1CCN(Cc2cccn2-c2ccccn2)CC1CCO (stereo not drawn),-1,-27,1,6,0.6,-14,-1,2,-3,27
O=C(NCCCn1ccnc1)c1csc2ccccc12,-1,/,-7,-4,-1.5,-11,-3,1,-9,/
C=C1CC2C(=O)N(Cc3ccccc3)C(C(=O)OCC)(C(=O)OCC)C1N2C(=O)OC(C)(C)C (stereo not drawn),-13,-41,-2,2,0.2,-2,2,2,-4,41
COc1cc(C(=O)NC2Cc3ccccc3C2)ccc1OC1CCN(C(C)=O)CC1,-14,15,-4,-1,-7.9,-13,3,2,-5,-15
CSc1ccccc1OCc1cc(C(=O)NCCN2CCCC(O)C2)no1 (stereo not drawn),13,0,-8,2,-0.7,16,1,1,2,0
O=C1CCCC2=C1C1(CCCC1)N=C(Nc1nc3ccccc3s1)N2,-10,40,-9,/,0.7,-8,0,0,-4,-40
Cc1ccc(-n2c(Cc3cccn3C)nnc2SCC(=O)NCc2ccc3c(c2)OCO3)cc1,-1,7,-13,/,-1.8,-6,-2,1,1,-7
COC(=O)c1cc(C(=O)NCc2ccc3c(c2)OCO3)cc([N+](=O)[O-])c1,-3,36,-7,0,-3.6,-11,3,-2,/,-36
COc1ccc(CCC(=O)OCc2csc(CC(=O)Nc3ccc(C)cc3)n2)cc1OC,-3,4,6,7,-0.8,-5,-2,1,0,-4
O=C(CN1C(=O)NC2(CCc3ccccc3C2)C1=O)Nc1ccc(Cl)cc1F (stereo not drawn),-1,-19,40*,-9,1.5,-3,5,1,-5,19
O=c1[nH]c(CN2CCN(S(=O)(=O)c3cccs3)CC2)nc2c(Br)cc(Br)cc12,0,14,-5,-1,0.4,-12,2,1,-17,-14
CC1CN(S(=O)(=O)c2cc(C(=O)NCCCN3CCCC3=O)ccc2Cl)CC(C)O1 (stereo not drawn),5,-16,-3,-2,0.3,10,-3,3,-7,16
Clc1ccccc1C1Nc2cccc3cccc(c23)N1,-2,-10,-1,-5,3.5,-6,-4,-1,/,10
Cc1nc(N2CCOCC2)[nH]c(=O)c1C,1,-31,10,-1,-1.4,-14,2,0,-2,31
COc1ccccc1CNC(=O)C(C)NS(=O)(=O)c1ccc(C)cc1 (stereo not drawn),5,3,-4,/,2.7,2,-4,-3,0,-3
Cc1ccc(C(=O)N/C(=C\c2ccco2)C(=O)N2CCCCC2)cc1,7,/,-9,-1,-1.2,-5,0,4,8,/
O=C(O)CCC(=O)NNc1ncnc2ccccc12,-5,-16,7,-17,-1.2,-13,-2,-3,-4,16
N#CCSc1ncnc2c1cnn2CCO,-17,12,6,-2,-1.9,9,2,-6,-5,-12
NC(N)=Nc1nc2cc([N+](=O)[O-])ccc2o1,-2,-2,5,1,0.1,0,1,-1,6,2
COC(=O)c1ccc(/C=N/NC(=O)CC(=O)NCC(C)C)cc1,-1,-11,-6,/,0.7,-11,-4,-4,-9,11
COc1cccc(/C=N/NC(=O)CCNc2n[nH]c(=O)[nH]c2=O)c1OC,-35,-3,0,-2,-0.1,-9,-3,-1,7,3
Cc1cc(C)c(NC(=O)CSc2nc(=O)n3cc(C)ccc3n2)c(C)c1,-10,-23,2,-2,-2.0,-19,7,0,7,23
Clc1ccc(Cl)c2sc(N3CCCC3)nc12,2,-4,-1,2,-4.5,-20,-4,-2,8,4
Cc1nnc2ccc(-c3ccc(NS(C)(=O)=O)cc3)nn12,/,19,-8,-6,-1.8,-12,-3,1,6,-19
O=C(CCC1CCCC1)N=C1SC2CS(=O)(=O)CC2N1c1ccccc1F (stereo not drawn),2,-2,-9,-1,-0.2,-7,-1,0,20,2
